Compound activity deposited in PubChem by Broad Institute.
SIRT5 block – sirtuin-5 (human) deacylase inhibition; Purified SirT5, succinyl-peptide AMC, trypsin-coupled fluorescence; inhibition, % at 15 µM; 330,000 tested, 1.1% active; AID 652115; in the data active = inhibition above about 15%; inconclusive = no clear call, values can overlap the other calls
Target sequence (Q9NXA8 whole entry, looked up): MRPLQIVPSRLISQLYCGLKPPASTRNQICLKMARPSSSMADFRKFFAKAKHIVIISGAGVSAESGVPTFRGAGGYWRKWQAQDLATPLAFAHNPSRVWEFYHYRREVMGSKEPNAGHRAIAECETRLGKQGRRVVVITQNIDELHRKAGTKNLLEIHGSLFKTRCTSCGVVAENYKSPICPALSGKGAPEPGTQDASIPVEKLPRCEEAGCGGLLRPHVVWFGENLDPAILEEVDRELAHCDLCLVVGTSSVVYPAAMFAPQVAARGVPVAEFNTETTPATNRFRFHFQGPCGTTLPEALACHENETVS
C2C12 statin – protects C2C12 myotubes from simvastatin toxicity | ATP luminescence, 48 h; scaled: DMSO 0, geranylgeraniol control 100 | rescue of ATP level, % at 7.49 µM | 330,000 tested, 0.78% active | AID 602340;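 active = mean ATP rescue above about 67%, or every replicate alone reaching that limit, limit read from the data, passing the limit was not always enough; inconclusive = no clear call, values can overlap the other calls; inactive = mean under the limit and some replicate under it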;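 note: myotubes were challenged with 10 µM simvastatin during compound exposure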
ERp5 inh – inhibitors of human ERp5 | Q15084 | inhibition, % at 9.99 µM | AID 651711 | ERp5 insulin aggregation, absorbance 650 nm, 90 min | 350,000 tested, 0.05% active;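 active = mean replicate inhibition above about 25%, with every replicate also reaching it, limit read from the data, passing the limit was not always enough; inconclusive = only one of those two criteria met; inactive = neither criterion met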
Target sequence (Q15084 whole entry, looked up): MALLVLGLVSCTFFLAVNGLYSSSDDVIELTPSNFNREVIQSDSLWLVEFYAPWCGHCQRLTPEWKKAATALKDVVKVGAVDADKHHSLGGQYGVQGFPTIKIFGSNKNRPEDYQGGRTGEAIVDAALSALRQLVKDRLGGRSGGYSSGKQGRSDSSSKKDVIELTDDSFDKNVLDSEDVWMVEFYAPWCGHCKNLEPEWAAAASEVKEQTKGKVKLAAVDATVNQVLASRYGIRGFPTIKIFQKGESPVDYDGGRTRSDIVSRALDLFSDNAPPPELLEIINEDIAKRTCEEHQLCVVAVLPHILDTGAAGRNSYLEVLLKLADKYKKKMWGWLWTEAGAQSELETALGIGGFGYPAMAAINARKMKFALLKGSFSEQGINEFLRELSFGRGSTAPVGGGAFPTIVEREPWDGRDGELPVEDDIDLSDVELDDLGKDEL
miR-122 sensor – blocks miR-122 activity in Huh7 sensor cells. 340,000 tested, 0.3% active. activation (reporter increase), % at 12.5 µM. Huh7 miR-122 Renilla luciferase sensor, 48 h; neutral wells = 0, positive control = 100. AID 602342;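 active = mean replicate activation score at least 90 and every replicate individually at or above 90; inconclusive = only one of the two criteria met; inactive = neither criterion met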;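 note: higher luciferase means less miR-122 activity so hits act as miR-122 inhibitors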
ARNT-TACC3 inh – disrupts binding between human ARNT and TACC3 | Q9Y6A5 | AlphaScreen His-ARNT PAS-B/GST-TACC3 binding, luminescence; TACC3 fragment carries E629A point mutation | inhibition, % at 9.99 µM | 390,000 tested, 0.66% active | AID 623870;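 active = mean inhibition of replicates at least 50% and at least half of replicates each reaching 50%; inconclusive = half or more replicates reach 50% but mean below 50%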;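 note: 0% = complete ARNT plus TACC3 wells and 100% = ARNT alone without TACC3; many hits fall short of the cut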
esBAF inh – SWI/SNF esBAF complex inhibition. mouse ES cells, Bmi1-luciferase knock-in reporter, 24 h; 100% = twice the neutral-well signal. reporter increase, % at 12.5 µM. 350,000 tested, 2% active. AID 602393; in the data active = activation above about 40%; inconclusive = no clear call, values can overlap the other calls;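 note: 0% = median of the plate's neutral control wells and 100% = double that signal; a rise in the Bmi1 reporter signal indicates esBAF inhibition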
Cneo AK release – Cryptococcus neoformans lysis via adenylate kinase release; C. neoformans lysis, adenylate kinase release luminescence, 4 h; normalised: neutral wells 0, clomiphene wells 100; lysis activity, % at 15 µM; 360,000 tested, 0.2% active; AID 651654;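 active = mean lysis activity across replicates of at least 80%, whatever share of replicates individually reach that level; inactive = mean lysis activity below 80%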
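read-out = cell lysis signal | test system = log-phase Cryptococcus neoformans yeast cells | input = cells at 5 × 10^6 per mL | medium = fresh YPD growth medium | signal = luminescent adenylate kinase detection reagent | timing = 4 h at 37 °C static, read 1 h later | dosing = single dose | controls = Clomiphene as positive lysis control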
* hit, by the source's call; ? = inconclusive; nt = not tested or not shown; & = joins results of further samples; [ ] = remark or other dose.

SMILES	SIRT5 block	C2C12 statin	ERp5 inh	miR-122 sensor	ARNT-TACC3 inh	esBAF inh	Cneo AK release
COc1ccc(S(=O)(=O)N2CCCCC2)cc1C(=O)N1CCCC1	-4	14	1	7	-10	10	2
O=C(NCCc1ccccc1)C1CC1	1	7	-1	0	3	4	-2
O=C(C[C@@H]1CC[C@H]2[C@@H](COC[C@H](O)CN2Cc2cc(F)ccc2F)O1)N[C@@H]1CCN(Cc2ccccc2)C1	-4	2	-4	-5[16.7 µM]	3	2	1
Cc1ccc(S(=O)(=O)Nc2ccc3c(c2)C(=O)N([C@@H](C)CO)C[C@H](C)[C@H](CN(C)Cc2ccc(C(=O)Nc4ccccc4N)cc2)O3)cc1	nt	?	-2	43[16.7 µM]	15	-26	-2
CC(=O)NC(CCS(C)(=O)=O)C(=O)N1CCc2ccccc21 (configuration not stated)	nt	-12	nt	1	-9	-1	0
CCC(=O)N1CCCCN2[C@H](CO)[C@H](c3ccc(-c4cccc(C#N)c4)cc3)[C@@H]2C1	21*	-10	-3	9[16.7 µM]	-2	1	1
COc1cccc(CN2C[C@@H](C)[C@H](OC)CN(C)C(=O)c3ccc(NS(=O)(=O)c4cn(C)cn4)cc3OC[C@H]2C)c1	nt	11	nt	-4[16.7 µM]	nt	-1	-1
c1ccc(-n2cnc3ccccc32)nc1	0	7	-1	0	1	5	0
O=C(Nc1ccc(F)cc1)N1CCCCN2[C@H](CO)[C@H](c3ccc(C4=CCCCC4)cc3)[C@@H]2C1	2	nt	1	2[16.7 µM]	-9	nt	-3
COc1ccccc1OCc1nnc(SCC(=O)NCc2ccco2)n1-c1ccccc1	nt	1	nt	-6	-4	3	0
CC(=O)N(C)C[C@@H]1Oc2ncc(C#Cc3ccccc3)cc2C(=O)N([C@H](C)CO)C[C@@H]1C	1	13	-4	43[16.7 µM]	0	-2	-1
Cc1cc(=O)n2nc(N3CCCC(C(=O)NCCc4ccccc4)C3)sc2n1 (configuration not stated)	nt	6	nt	-6	-2	-12	2
COc1ccc(-n2c(NN)nc3sc4c(c3c2=O)CCCC4)cc1	-3	15	3	-2	2	-4	0
CCN(CC)S(=O)(=O)c1cccc(-c2nnc(SCC(=O)N3CCC(C(=O)O)CC3)n2N)c1	14	nt	1	nt	4	nt	nt
CCc1nnc(NC(=O)CSc2nc(-c3ccccc3)c(-c3ccccc3)o2)s1	-7	nt	-6	nt	1	nt	nt
COC(=O)Nc1nnc(Cc2ccccc2)s1	nt	22	nt	nt	-4	3	1
Cc1ccc(-c2csc3ncnc(-n4nnc5ccccc54)c23)cc1C	-2	nt	13	nt	-2	nt	nt
O=C(NC1CCCCC1)c1cc2cc(Br)ccc2o1	-3	-5	-2	2	-7	56*	-9
C[C@H](CO)N1C[C@H](C)[C@@H](CN(C)C(=O)c2ccccc2)Oc2cc(-c3cccc(C#N)c3)ccc2S1(=O)=O	-4	-58	-4	12[16.7 µM]	1	-7	-3
O=[N+]([O-])c1cc(C(F)(F)F)ccc1NCC1CCCO1 (configuration not stated)	-2	5	-3	-3	3	8	-1
COc1ccc(-c2csc(N3N=C(C)C(C)C3=O)n2)cc1 (configuration not stated)	-1	nt	-2	nt	3	nt	nt
Cc1ccccc1-n1ncc2c(SCC(=O)NCc3cccs3)ncnc21	nt	-6	nt	-1	-2	33	nt
CC(C)C[C@H](NC(=O)c1nc[nH]c1C(=O)NCC(=O)OCc1ccccc1)C(=O)OC(C)(C)C	21*	8	1	nt	-1	5	0
CS(=O)(=O)c1ccc(C(=O)OCC(=O)NC(=O)C2COc3ccccc3O2)cc1[N+](=O)[O-] (configuration not stated)	4	2	-21	-7	-5	10	1
CN(CCOc1ccccc1)C(=O)C1CCC(=O)N(CCCN2CCCC2=O)C1 (configuration not stated)	-4	4	2	-6	3	-1	-3

Record cards, as listed above:
Cc1cc(=O)n2nc(N3CCCC(C(=O)NCCc4ccccc4)C3)sc2n1 (configuration not stated) as listed: SIRT5 block: nt; C2C12 statin: 6; ERp5 inh: nt; miR-122 sensor: -6; ARNT-TACC3 inh: -2; esBAF inh: -12; Cneo AK release: 2
Cc1ccc(S(=O)(=O)Nc2ccc3c(c2)C(=O)N([C@@H](C)CO)C[C@H](C)[C@H](CN(C)Cc2ccc(C(=O)Nc4ccccc4N)cc2)O3)cc1 as listed: SIRT5 block: nt; C2C12 statin: ?; ERp5 inh: -2; miR-122 sensor: 43[16.7 µM]; ARNT-TACC3 inh: 15; esBAF inh: -26; Cneo AK release: -2

(further entries)
SMILES	SIRT5 block	C2C12 statin	ERp5 inh	miR-122 sensor	ARNT-TACC3 inh	esBAF inh	Cneo AK release
COc1ccc(S(=O)(=O)N2CCCOC2CNC(=O)C(=O)NCc2cccnc2)cc1 (configuration not stated)	1	nt	-4	-6	-5	nt	2
CNC(=S)NCCc1cc2c(OC)ccc(OC)c2[nH]c1=O	-1	nt	1	-3	0	nt	0
CC1CCC(NC(=O)C(NS(=O)(=O)c2ccc(Br)cc2)C(C)C)CC1 (configuration not stated)	-1	10	-10	1	nt	21	0
CSCCC(=O)Nc1cc(S(=O)(=O)N2CCOCC2)ccc1N1CCN(C)CC1	-2	nt	7	-6	5	nt	nt
CCC(=O)N(C)C[C@@H]1Oc2cc(C#CCC(C)C)ccc2S(=O)(=O)N([C@H](C)CO)C[C@@H]1C	-2	0	-2	6[16.7 µM]	-4	-5	4
CCCCCn1c(=O)[nH]c2cc(C(=O)NCCN3CCCCC3C)ccc2c1=O (configuration not stated)	nt	-22	nt	nt	-11	-3	8
CCc1sc(C(=O)Nc2ccc(OC)c(S(=O)(=O)N3CCOCC3)c2)cc1C	9	-4	-1	13	nt	8	0
Cn1c(NCc2cccs2)nc2ccccc21	nt	13	nt	-11	2	50*	-2
CNC(=O)c1[nH]cnc1C(=O)N[C@@H](CC(C)C)C(=O)OCc1ccccc1	nt	14	nt	-14	8	1	4
CCOc1ccccc1NC(=O)C(C)N1C(=O)c2ccccc2S1(=O)=O (configuration not stated)	2	nt	0	nt	3	nt	nt
CCCC(=O)Nc1ccc2nc(SCC(=O)Nc3nccs3)sc2c1	nt	17	nt	-4	-3	3	-2
COc1ccc(S(=O)(=O)N(C)C[C@H]2OCCCC[C@@H](C)Oc3ccc(NS(=O)(=O)c4ccc(F)cc4)cc3C(=O)N([C@@H](C)CO)C[C@H]2C)cc1	18*	13	6	-8[16.7 µM]	-7	0	-6
COC(=O)c1cc(NC(=O)CN2CCc3cc4c(cc3C2)OCCCO4)cc(C(=O)OC)c1	-1	5	1	-7	-15	-12	2
COc1ccc(NC(=O)N(C)C[C@@H]2Oc3ncc(-c4cccc(F)c4)cc3C(=O)N([C@H](C)CO)C[C@@H]2C)cc1	-3	36	9	-5[16.7 µM]	1	-1	-5
CO[C@@H]1CN(C)C(=O)c2ccc(NC(=O)C3CC3)cc2OC[C@@H](C)N(C(=O)c2ccccc2F)C[C@H]1C	12	-2	-7	10[16.7 µM]	-9	0	-1
O=C(COC(=O)c1cc[n+]([O-])cc1)Nc1ccc(Br)cc1	2	31	-1	-6	8	-4	0
Cc1ccc(OCC(=O)NCCO)cc1C	-2	-12	-5	nt	-2	5	0
O=C(Nc1cc(F)ccc1F)N[C@H]1CC[C@H](CCn2cc(C3CC3)nn2)O[C@H]1CO	-1	8	2	-2[16.7 µM]	-2	5	-4
CCC(=O)N(C)C[C@H]1Oc2cc(C#Cc3ccncc3)ccc2S(=O)(=O)N([C@H](C)CO)C[C@@H]1C	6	14	-4	0[16.7 µM]	1	2	-3
COc1ccc(C(CNC(=O)c2cc(C)oc2C)N2CCOCC2)cc1 (configuration not stated)	nt	26	nt	2	nt	3	0
C/C(=N\N(Cc1ccccc1)c1ccccc1)c1cccnc1	7	nt	3	nt	3	nt	nt
O=C(NNS(=O)(=O)c1ccc(F)cc1)c1ccccc1O	2	-1	-1	11	-2	6	-7
CN(C)c1cccc(N(C)C)c1CNC(=O)NC(=O)c1c(F)cccc1F	0	9	-6	nt	-8	-2	1
CO[C@@H]1CN(C)C(=O)c2ccc(NC(=O)C3CC3)cc2OC[C@@H](C)NC[C@@H]1C	-6	6	-6	nt	11	-4	11
C[C@@H]1CN([C@@H](C)CO)C(=O)Cc2cc(NC(=O)CCCN(C)C)ccc2O[C@H]1CN(C)C(=O)Nc1ccc(F)cc1	4	6	0	-7[16.7 µM]	-13	0	-1
Further structures
SMILES	SIRT5 block	C2C12 statin	ERp5 inh	miR-122 sensor	ARNT-TACC3 inh	esBAF inh	Cneo AK release
O=C(c1cnc2sccn2c1=O)N1CCc2ccccc2C1	nt	4	nt	5	5	8	0
O=C(CNC(=O)c1ccco1)OCN1C(=O)c2ccccc2C1=O	nt	-6	nt	nt	-2	1	2
COc1cc2c(cc1NC(=O)CSc1ccccc1)oc1ccccc12	-3	nt	7	nt	-1	nt	nt
C[C@H]1CN([C@@H](C)CO)C(=O)Cc2cc(NC(=O)c3ccncc3)ccc2O[C@H]1CN(C)Cc1ccc(C(=O)Nc2ccccc2N)cc1	5	-4	5	15[16.7 µM]	17	-23	1
O=C(N[C@@H]1CC[C@@H](CCNS(=O)(=O)c2ccccc2)O[C@H]1CO)c1cnccn1	12	2	0	nt	-8	0	-2
C[C@@H]1CN([C@@H](C)CO)S(=O)(=O)c2ccc(-c3ccccc3)cc2O[C@H]1CN(C)Cc1cncnc1	1	-79	3	4[16.7 µM]	10	-5	-5
CC(C)N(C(=O)C(=O)c1cccn1-c1ccccc1C#N)C(C)C	nt	-7	nt	-5	2	-2	6
COc1ccc(NC(=O)c2cc(-c3cc(C)cc(F)c3)n[nH]2)cc1OC	nt	-7	-5	-2	nt	-2	0
Cc1ccc(NC(=S)NNC(=O)c2cn(C)nc2C)cc1	nt	0	nt	-5	0	5	-7
COc1ccc(S(=O)(=O)Nc2nnc(C(C)(C)C)s2)cc1	1	15	4	1	-2	-2	2
CCOC(=O)C1CCN(C=Nc2cc(C)on2)CC1	nt	147*	nt	1	-3	2	0
COc1ccc(C2c3ccc(O)cc3Oc3ncn4nc(-c5ccccn5)nc4c32)cc1OC (configuration not stated)	-1	nt	7	nt	59*	nt	nt
CC(C)NC(=O)C1(c2ccccc2)CCOCC1	nt	9	nt	8	-7	-12	-1
CCOc1ccc2[nH]c3nc(SCC(=O)OC(C)C)nnc3c2c1	4	1	-3	-2	7	-6	-1
Cc1[nH]c2ccccc2c1C(C[N+](=O)[O-])c1ccco1 (configuration not stated)	2	nt	12	nt	4	nt	nt
CC(=O)NC(Cc1ccccc1)C(=O)N1CCN(C(=S)NCC(C)C)CC1 (configuration not stated)	0	nt	2	nt	1	nt	nt
COc1cc(CN2CCC(n3nccc3NC(=O)CCCc3ccccc3)CC2)ccc1F	1	0	-3	-9	-2	6	5
FC(F)(F)c1cc(-c2ccco2)nc(-n2nc(C(F)(F)F)cc2C2CC2)n1	nt	-33	nt	16	-19	-6	-1
CC(C)(C)c1ccc(S(=O)(=O)Nc2cccnc2)cc1	nt	-5	nt	nt	19	12	3
OCC1(CCOc2ccccc2)CCN(Cc2cn[nH]c2-c2ccc(F)cc2)CC1	-2	-6	0	1	4	-4	2
CC(C)(C)NC(=O)C[C@H]1C[C@H](C(=O)N2CCOCC2)[C@@]2(C)c3[nH]c4ccc(Cl)cc4c3CCN2C1=O	4	5	-2	-2	3	-4	24
CCN1CCN(Cc2ccc(NC(=O)c3ccc(C)c(NC(=O)c4ccno4)c3)cc2C(F)(F)F)CC1	-4	-9&-21	-9	-8&-5	11	-4&-16	1&11
CC(C)N(C(=O)COC(=O)c1ccc(Cl)nc1)C(C)C	-4	nt	-1	nt	-5	nt	nt
Cc1cc(C)cc(OC(C)c2ccnc3nc(/N=C/N(C)C)nn23)c1 (configuration not stated)	nt	31	nt	-8	-3	-4	-1
C[C@@H]1CN([C@H](C)CO)C(=O)c2cc(NS(=O)(=O)c3cccs3)ccc2O[C@@H]1CN(C)Cc1ccc(Oc2ccccc2)cc1	0	24	1	53[16.7 µM]	8	-2	33
COc1ccc(CN(CC2CCC(C(=O)O)CC2)C(=S)Nc2ccc(C)c(Cl)c2)cc1 (configuration not stated)	4	0	-4	0	0	8	-2
